QS inhibitor = S. aureus quorum sensing inhibition. S. aureus RN6390 RNAIII-GFP reporter, AIP-induced, flow cytometry 3 h. inhibition, % at 2 µM. 24,000 tested, 0.3% active. AID 527;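 active means share of bacteria positive for the green fluorescent reporter and its mean brightness both inhibited by 50% or more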;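 further: 0% = AIP-stimulated control and 100% = unstimulated bacteria without AIP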
QS inhibitor GFP MFI % = further read-out of QS inhibitor, marked with its call; inhibition, %; measured here: inhibition of GFP MFI
* hit, by the source's call. The list is partial; count on the stated rates, not on these rows.

SMILES | QS inhibitor | QS inhibitor GFP MFI %
Cc1ccc(C)c(N(C)S(=O)(=O)c2cccc3nsnc23)c1 | -2 | -9
CCn1c(SCC(=O)c2ccc(C)cc2)nnc1-c1ccoc1C | -7 | -18
COc1ccc(CCNC(=O)CSc2nnc(CNC(=O)c3ccco3)o2)cc1OC | -10 | -16
CCOC(=O)C1CCN(C(=O)c2sc3nc(-c4ccccc4)cn3c2C)CC1 | -2 | -8
O=C(OC1CCOC1=O)c1ccc(S(=O)(=O)N2CCCCCC2)cc1 (stereo unspecified) | 0 | -2
Cn1c(=O)cc(SCC(=O)NCCCN2CCN(c3ccccc3F)CC2)c2ccccc21 | 3 | 17
CCOc1cc(N2CCOCC2)c(OCC)cc1NC(=O)COC(=O)CCc1c[nH]c2ccccc12 | 0 | 2
CCOc1ccc(-n2cc(C(=O)N3CCCCCC3)c3cc(OC)c(OC)cc3c2=O)cc1 | -5 | -11
O=C(Nc1ccc(Br)cc1F)C1CCN(c2nnc(-n3cccc3)s2)CC1 | -2 | -26
COc1ccc(OC)c(S(=O)(=O)NCc2cn3ccsc3n2)c1 | -3 | -9
CSc1nnc2c3ccccc3n(CCc3ccccc3)c2n1 | 0 | -24
CCN(CCNC(=O)C1CCN(S(=O)(=O)c2cccc3nsnc23)CC1)c1ccccc1 | 0 | 72
O=C(NCCC1=CCCCC1)C1CCN(S(=O)(=O)c2cccs2)CC1 | -5 | -7
COc1ccc(-c2nc(CS(=O)CC(=O)N3CCc4ccccc4C3)c(C)o2)cc1 (stereo unspecified) | 3 | 6
Nc1nc(N)c2nc(-c3ccccc3)c(N)nc2n1 | -2 | -7
COc1ccc(CC(=O)Nc2c3c(nn2-c2cccc(C)c2C)CS(=O)C3)cc1OC (stereo unspecified) | -2 | -9
C/C(=N\S(=O)(=O)c1ccc(C)cc1)N1CCN(S(=O)(=O)c2ccccc2)C1 | 0 | 15
CC(C)CCSc1nc2c(c(=O)[nH]c(=O)n2C)n1CCCc1ccccc1 | 4 | 22
Cc1ccccc1Cn1c(=O)c2c(nc3n2CCN3Cc2ccco2)n(C)c1=O | 4 | 7
O=C(CSc1nnc(-c2ccccc2)o1)NC1CCCCC1 | -1 | 6
CCOC(=O)C1CCCN(C(=O)c2ccc(CS(=O)(=O)c3ccc(Br)cc3)o2)C1 (stereo unspecified) | 0 | 9
N#CC1=C(N)OC2=C(CCC/C2=C/c2ccoc2)C1c1ccoc1 (stereo unspecified) | 2 | 10
CCC(C)NC(=O)CSc1nc2ccc(N3CCOCC3)cc2c(=O)n1CCc1ccccc1 (stereo unspecified) | 1 | 30
Cc1c(C(=O)OC2CCC(C)CC2)[nH]c2c1C(=O)CCC2 (stereo unspecified) | 0 | 4
CSc1nc(NC(C)(C)C)nc(Oc2ccc(=O)[nH]n2)n1 | 0 | -6
Other entries.
SMILES | QS inhibitor | QS inhibitor GFP MFI %
Cc1nc2c(o1)CCc1ccccc1C2O (stereo unspecified) | 0 | 8
Cc1c2cn[nH]c(=O)c2c(C)n1Cc1ccc(F)cc1 | -5 | -23
O=C(CCn1c(SCC(=O)NCc2ccco2)nc2ccccc2c1=O)NCCc1ccccc1 | -1 | -12
COc1ccc(S(=O)(=O)Cc2ccc(C(=O)N3CCN(Cc4ccccc4)CC3)o2)cc1 | 0 | 0
COc1ccc(-n2c3c(cc(C(=O)N4CCC(C)CC4)c2=O)C(=O)CC(C)(C)C3)cc1 | 0 | -5
COC(=O)c1ccc2c(c1)N(Cc1nc(-c3cccc(Cl)c3)oc1C)C(=O)C1CCCN21 (stereo unspecified) | -1 | -28
CCCCOc1ccc(C(=O)NCc2ccco2)cc1 | -4 | -8
O=C(Nc1ccc2c(c1)OCO2)c1cncc(Br)c1 | -1 | 0
Cn1c(C(=O)O)c(CC(=O)Nc2ccccc2F)c2ccccc21 | -1 | -19
CCc1nccn1S(=O)(=O)c1ccc(C)c(C)c1 | -2 | -9
COc1cc(C(=O)NCc2nnc(SCC(=O)Nc3cc(C)cc(C)c3)o2)cc(OC)c1OC | -4 | -8
COc1cccc(Cn2c(Oc3ccccc3)nc3c2c(=O)n(C)c(=O)n3C)c1 | 2 | 15
CC(=O)Nc1cc(NC(C)=O)c2nc(N)sc2c1 | 1 | 8
COc1ccccc1-n1c(=S)sc2c(=O)n(Cc3ccco3)c(SC)nc21 | 52 | 50
CCCCCn1c(SCC#N)nc2cc(C(=O)NC3CCCCC3)ccc2c1=O | -1 | 6
COc1cccc(-n2nnc3c(=O)n(Cc4ccc(F)cc4)cnc32)c1 | 5 | 4
CCCC(=O)Nc1c2c(nn1-c1ccc(OC)cc1)CS(=O)(=O)C2 | -2 | -1
CC(=O)N1CCc2cc(Br)cc(S(=O)(=O)NCCCN3CCC(C)CC3)c21 | 2 | 5
O=S1(=O)Nc2c(ccc3cccnc23)-c2ccccc21 | -15 | -25
O=C(O)Cn1nnnc1SCC(=O)Nc1ccc(OC(F)(F)F)cc1 | -9 | -23
CCOC(=O)Cn1c(=O)oc2cc(S(=O)(=O)NC3CCCc4ccccc43)ccc21 (stereo unspecified) | -7 | -11
N#Cc1nc(COc2cccc(Cl)c2)oc1N1CCCC1 | 0 | 0
COc1cccc(CNC(=O)Cn2c(=O)oc3ccccc32)c1OC | 1 | 10
O=C(CN1CCN(c2ccc(F)cc2)CC1)c1ccc2c(c1)OCO2 | 2 | -62
CCOC(=O)C1CCCN(C(=O)c2ccc(CS(=O)(=O)c3ccc(C)cc3)o2)C1 (stereo unspecified) | -5 | -13

Quoted from the listing for reference:
SMILES | QS inhibitor | QS inhibitor GFP MFI %
Cc1nc2c(o1)CCc1ccccc1C2O (stereo unspecified) | 0 | 8
Cc1c2cn[nH]c(=O)c2c(C)n1Cc1ccc(F)cc1 | -5 | -23
O=C(CCn1c(SCC(=O)NCc2ccco2)nc2ccccc2c1=O)NCCc1ccccc1 | -1 | -12
COc1ccc(S(=O)(=O)Cc2ccc(C(=O)N3CCN(Cc4ccccc4)CC3)o2)cc1 | 0 | 0
COc1ccc(-n2c3c(cc(C(=O)N4CCC(C)CC4)c2=O)C(=O)CC(C)(C)C3)cc1 | 0 | -5
COC(=O)c1ccc2c(c1)N(Cc1nc(-c3cccc(Cl)c3)oc1C)C(=O)C1CCCN21 (stereo unspecified) | -1 | -28
CCCCOc1ccc(C(=O)NCc2ccco2)cc1 | -4 | -8
O=C(Nc1ccc2c(c1)OCO2)c1cncc(Br)c1 | -1 | 0
Cn1c(C(=O)O)c(CC(=O)Nc2ccccc2F)c2ccccc21 | -1 | -19
CCc1nccn1S(=O)(=O)c1ccc(C)c(C)c1 | -2 | -9
COc1cc(C(=O)NCc2nnc(SCC(=O)Nc3cc(C)cc(C)c3)o2)cc(OC)c1OC | -4 | -8
COc1cccc(Cn2c(Oc3ccccc3)nc3c2c(=O)n(C)c(=O)n3C)c1 | 2 | 15
CC(=O)Nc1cc(NC(C)=O)c2nc(N)sc2c1 | 1 | 8
COc1ccccc1-n1c(=S)sc2c(=O)n(Cc3ccco3)c(SC)nc21 | 52 | 50
CCCCCn1c(SCC#N)nc2cc(C(=O)NC3CCCCC3)ccc2c1=O | -1 | 6
COc1cccc(-n2nnc3c(=O)n(Cc4ccc(F)cc4)cnc32)c1 | 5 | 4
CCCC(=O)Nc1c2c(nn1-c1ccc(OC)cc1)CS(=O)(=O)C2 | -2 | -1
CC(=O)N1CCc2cc(Br)cc(S(=O)(=O)NCCCN3CCC(C)CC3)c21 | 2 | 5
O=S1(=O)Nc2c(ccc3cccnc23)-c2ccccc21 | -15 | -25
O=C(O)Cn1nnnc1SCC(=O)Nc1ccc(OC(F)(F)F)cc1 | -9 | -23
CCOC(=O)Cn1c(=O)oc2cc(S(=O)(=O)NC3CCCc4ccccc43)ccc21 (stereo unspecified) | -7 | -11
N#Cc1nc(COc2cccc(Cl)c2)oc1N1CCCC1 | 0 | 0
COc1cccc(CNC(=O)Cn2c(=O)oc3ccccc32)c1OC | 1 | 10
O=C(CN1CCN(c2ccc(F)cc2)CC1)c1ccc2c(c1)OCO2 | 2 | -62
CCOC(=O)C1CCCN(C(=O)c2ccc(CS(=O)(=O)c3ccc(C)cc3)o2)C1 (stereo unspecified) | -5 | -13

Ordered by the number under QS inhibitor (largest number first): four of the compounds above.
SMILES | QS inhibitor | QS inhibitor GFP MFI %
COc1ccc(-c2nc(CS(=O)CC(=O)N3CCc4ccccc4C3)c(C)o2)cc1 (stereo unspecified) | 3 | 6
CCC(C)NC(=O)CSc1nc2ccc(N3CCOCC3)cc2c(=O)n1CCc1ccccc1 (stereo unspecified) | 1 | 30
O=C(Nc1ccc2c(c1)OCO2)c1cncc(Br)c1 | -1 | 0
CCOC(=O)C1CCN(C(=O)c2sc3nc(-c4ccccc4)cn3c2C)CC1 | -2 | -8

(cont.)
SMILES | QS inhibitor | QS inhibitor GFP MFI %
Cc1cccc(NC(=O)Cn2cnc3sc(C)c(S(=O)(=O)N4CCC(C)CC4)c3c2=O)n1 | -8 | -33
COc1cccc(N2CCN(c3c4c(nc5ncnn35)CCC4)CC2)c1 | 0 | 9
CCOC(=O)C(C)Sc1ccc2nnc(-c3ccc(F)cc3)n2n1 (stereo unspecified) | -1 | -23
CCC1CCCCN1CCNS(=O)(=O)c1ccc2c(c1)oc(=O)n2C (stereo unspecified) | 1 | 16
N=c1c2c(n(Cc3ccc(Cl)c(Cl)c3)c3c1CCC3)CCCC2 | 21 | 23
CCCCC(CC)CNC(=O)c1[nH]c(C)c(C(C)=O)c1C (stereo unspecified) | -1 | -1
CC1(C)OC(=O)C(=CNCC(O)c2ccccc2)C(=O)O1 (stereo unspecified) | -7 | -22
O=C(Nc1c(C(=O)Nc2cccc(F)c2)oc2ccccc12)c1ccc2c(c1)OCO2 | 22 | 60
C=CCN1C(=O)/C(=C2\SC(N3CCOCC3)=NC2=O)c2cc(Br)ccc21 | 0 | 3
O=C(CCCn1c(=O)[nH]c2ccsc2c1=O)N1CCCCC1 | 0 | -2
O=C(CCc1ccccc1)N1CCN(CCO)CC1 | 1 | 2
CCOC(=O)N1CCN(C(=O)Cn2ncn3nc(-c4cccs4)cc3c2=O)CC1 | 5 | 17
O=C(NCCN1CCc2ccccc2C1)C1CCN(S(=O)(=O)N2CCCCC2)CC1 | 1 | 18
CCOC(=O)N1CCC(NC(=O)CSCc2nc(-c3cccc(OC)c3)oc2C)CC1 | -3 | -5
Nc1c(-c2ccc(Cl)cc2)nnn1-c1ccccc1 | -3 | -17
COc1cc(OC)cc(-c2cc3nc(C)c(CCC(=O)NC(C)CCc4ccco4)c(C)n3n2)c1 (stereo unspecified) | 6 | 20
CCOC(=O)c1ccc(-c2c(C(=O)OCC)oc3cc(O)c(CC)cc3c2=O)o1 | 0 | 7
COc1cc2ccccc2cc1-c1nnc(COc2ccccc2)o1 | 19 | 24
CCCc1cc(C(=O)Nc2ccc(C)cc2)no1 | -8 | -23
Cc1ccc(S(=O)(=O)Cn2nnnc2CN(Cc2ccco2)Cc2cccs2)cc1 | 0 | 13
CC(C)c1ccc(-c2nc(N3CCCCC3)[nH]c(=O)c2C#N)cc1 | 0 | 3
COc1ccc(N2C(=O)CCC(C(=O)Nc3cccc(C)n3)C2c2ccc(OC)c(OC)c2)cc1 (stereo unspecified) | -2 | 2
Cc1ccc2oc(=O)c3cnn(CC(=O)NCCCOC(C)C)c3c2c1 | -3 | -12
O=C(C1CCN(S(=O)(=O)c2cnc[nH]2)CC1)N1CCN(c2ncccn2)CC1 | 2 | 5
O=C(NS(=O)(=O)c1ccc(NC(=O)C2CCCO2)cc1)c1ccccc1 (stereo unspecified) | 1 | 16
(further entries)
SMILES | QS inhibitor | QS inhibitor GFP MFI %
CCOc1ccc(C(C)=O)cc1N1C(=O)C2C3C=CC(O3)C2C1=O (stereo unspecified) | 10 | 27
CC(=O)Nc1cc(C(=O)N2CCCC2)ccc1S(=O)(=O)c1ccc(C)cc1 | 3 | 5
CCCN(c1ccc(C(C)C)cc1)S(=O)(=O)c1c(C)[nH]c(=O)[nH]c1=O | -1 | -9
CNC(=O)C1CC(=O)N(c2ccc(F)c(Cl)c2)C1 (stereo unspecified) | -1 | -1
O=C(Nn1cc(C(=O)N2CCN(c3ccccc3F)CC2)c2ccccc2c1=O)c1cnccn1 | 1 | 8
CCCCCSc1nnc2c(n1)OC(C)N(C(C)=O)c1ccccc1-2 (stereo unspecified) | -1 | -13
Cc1cccc(NC(=O)NCCN2C(=O)C3C4C=CC(C4)C3C2=O)c1 (stereo unspecified) | 0 | 12
COc1ccc(CCNC(=O)c2cc(-c3cccs3)on2)cc1OC | 10 | 18
Cc1cc(NC(=O)c2cc(-c3cccs3)nc3ccccc23)no1 | -3 | -26
CN(C(=O)c1c(Cl)nc2sccn12)C1CCCCC1 | 2 | 6
COc1cccc(C2C(C(=O)c3cc4ccccc4o3)=C(O)C(=O)N2CCN(C)C)c1OC (stereo unspecified) | 0 | 14
COc1ccc(OC)c(C(=O)c2ccc(C(=O)O)cc2)c1 | 0 | -3
O=C(CCNS(=O)(=O)c1ccc2c(c1)CCC(=O)N2)Nc1ccc2c(c1)OCCO2 | -6 | -30
COc1ccc(NC(=O)CN2C(=O)CC(C)(C)S(=O)(=O)c3ccccc32)cc1 | 0 | 6
CC(=O)C(Sc1ncnc2c1nnn2-c1ccc(F)cc1)C(=O)N(C)C (stereo unspecified) | -1 | -34
CCN(C(=O)c1cn(C)c(=O)c2cc(OC)c(OC)cc12)c1ccccc1C | -1 | 10

From PubChem
